Assay outcomes: PubChem, several laboratories
ROMK mod: human ROMK K+ channel modulation, primary screen. B-score at 10 µM. P48048. hit rate 2% among 130,000. Tet-inducible ROMK, thallium flux fluorescence; actives lie on both sides;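 active = signal ratio slope over the read window, or its plate-corrected B-score, at least 3 SD from the plate mean, either direction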;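 note: B-score of the F/F0 ratio slope over 7 to 12 s after thallium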
Target sequence (P48048 whole entry, looked up): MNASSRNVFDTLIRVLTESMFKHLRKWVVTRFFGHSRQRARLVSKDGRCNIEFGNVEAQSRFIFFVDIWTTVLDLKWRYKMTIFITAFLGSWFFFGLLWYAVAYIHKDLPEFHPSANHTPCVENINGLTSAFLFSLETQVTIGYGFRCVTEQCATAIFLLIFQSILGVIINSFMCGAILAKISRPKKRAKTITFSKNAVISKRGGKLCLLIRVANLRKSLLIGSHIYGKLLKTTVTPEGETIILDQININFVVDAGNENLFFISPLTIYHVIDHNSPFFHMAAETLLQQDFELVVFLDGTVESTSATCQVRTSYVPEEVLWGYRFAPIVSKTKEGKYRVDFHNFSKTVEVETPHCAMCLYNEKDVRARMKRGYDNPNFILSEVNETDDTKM
RAM network inh: blocks the yeast RAM network. hit rate 1.8% among 190,000. S. cerevisiae dse1pr::URA3 reporter, 5-FOA growth OD615, 2 d; analog-sensitive cbk1-as2 kinase mutant strain. AID 868. inhibition, % at 50 µM;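 active = inhibition above a set limit, 3 SD over mean compound inhibition, cut at about 8.4% in these data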;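 note: 0% = DMSO-only wells with no growth and 100% = 10 µM 1-NA-PP1 full growth; inhibition rescues growth on 5-FOA so higher OD means more RAM inhibition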
S1P3 antag: blocks the human S1P3 receptor | Q99500 | CHO S1P3 NFAT-BLA reporter, FRET fluorescence, antagonist mode | inhibition, % at 4.98 µM | hit rate 0.27% among 170,000 | AID 485;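 active = inhibition above the plate cutoff, the mean inhibition of test wells on that plate plus 3 SD, cut at about 28% in these data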;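 note: cells challenged with S1P at its EC80 of 0.8 µM; blue over green emission ratio from cleaved BLA substrate after 4 h stimulation; 0% = S1P-stimulated wells and 100% = unstimulated DMSO-only wells; some compounds past the cut are filed as inactive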
Target sequence (Q99500 whole entry, looked up): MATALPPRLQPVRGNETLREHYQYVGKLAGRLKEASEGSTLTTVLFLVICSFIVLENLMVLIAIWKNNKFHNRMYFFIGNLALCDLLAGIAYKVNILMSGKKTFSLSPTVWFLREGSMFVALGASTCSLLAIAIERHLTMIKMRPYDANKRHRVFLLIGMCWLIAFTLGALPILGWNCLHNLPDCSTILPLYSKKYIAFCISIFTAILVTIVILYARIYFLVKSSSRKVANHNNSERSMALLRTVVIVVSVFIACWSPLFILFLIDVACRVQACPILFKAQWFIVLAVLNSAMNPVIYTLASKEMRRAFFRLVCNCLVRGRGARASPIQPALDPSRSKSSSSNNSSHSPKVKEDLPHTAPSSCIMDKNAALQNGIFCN
TR-FRET SRC-2 ct: counter-screen for PPARgamma SRC-2 recruitment agonists: TR-FRET artefact; hits give high values; TR-FRET ratio at 8 µM; hit rate 0.4% among 200,000; AID 1049; in the data active = TR-FRET ratio above about 2000; note: inactives centre near 1500; reference of the scale not given here
PPARg SRC1 recr: agonists of human PPARgamma SRC-1 coactivator recruitment. PPARgamma-SRC-1 coactivator recruitment biochemical assay. activation, % at 8 µM. hit rate 0.41% among 200,000; in the data active = activation above about 19%;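 note: 0% = DMSO and 100% = reference agonist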
TLR4 MyD88 comp: TLR4-MyD88 interaction inhibition in cells | HeLa CL3-4 TLR4/MyD88 BLA complementation, FRET ratio | AID 861 | inhibition, % at 8.4 µM | hit rate 0.18% among 200,000 | O00206+Q99836; in the data active = inhibition above about 25%;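 note: 0% = vehicle and 100% = reference inhibitor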
PPARg SRC3 recr: PPARgamma-driven SRC-3 recruitment agonism. P37231. biochemical PPARgamma/SRC-3 coactivator recruitment assay. activation, % at 8 µM. hit rate 0.26% among 200,000. AID 731; in the data active = activation above about 23%;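 note: 0% = DMSO and 100% = reference agonist; some compounds past the cut are filed as inactive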
PPARg SRC2 recr: agonists of SRC-2 recruitment by human PPARgamma; P37231; PPARgamma LBD-SRC-2 recruitment, biochemical; activation, % at 8 µM; hit rate 0.34% among 200,000; AID 1032; in the data active = activation above about 22%;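 note: 0% = vehicle and 100% = reference agonist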
STAT1 blocker: reduces IFN-gamma driven STAT1 reporter signal; inhibition, % at 5.5 µM; hit rate 0.35% among 200,000; NIH 3T3 STAT1-luciferase reporter, luminescence;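 active = inhibition above a set limit, the mean inhibition across all tested compounds plus 3 SD, cut at about 34% in these data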;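 note: 0% = IFN-gamma with DMSO and 100% = IFN-gamma with 300 µM nifuroxazide; values of inactives mirror those of a sister screen read the other way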
STAT3 activator: activators of IL-6 induced STAT3 signaling; U3A cells, IL-6 STAT3-luciferase reporter, luminescence; 100% = signal with IL-6 EC80 alone; activation (% of control), % at 5.6 µM; hit rate 0.91% among 190,000;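 active = activation above the screen-wide mean of compound activation plus 3 SD, cut at about 130% in these data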;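 note: 0% = background luminescence of wells with medium and substrate only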
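Material: human U3A cells carrying STAT3-luciferase construct. Measured by: reporter luminescence signal. Timing: compound 1 h, then IL-6 6 h at 37 °C.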
STAT3 blocker: inhibitors of IL-6 induced STAT3 signaling; inhibition, % at 5.5 µM; AID 862; hit rate 0.89% among 190,000; U3A cells, IL-6 STAT3-luciferase reporter, luminescence; host cell line lacks STAT1;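 active = inhibition above the mean inhibition across all screened compounds plus 3 SD, cut at about 44% in these data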;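 note: 0% = DMSO only wells and 100% = 100 µM nifuroxazide control wells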
The depositor's hits bear a star; / = not tested or not shown.

SMILES	ROMK mod	RAM network inh	S1P3 antag	TR-FRET SRC-2 ct	PPARg SRC1 recr	TLR4 MyD88 comp	PPARg SRC3 recr	PPARg SRC2 recr	STAT1 blocker	STAT3 activator	STAT3 blocker
CCCn1c(SCC(=O)Nc2cccc(Cl)c2Cl)n[nH]c1=O	0.94	0.9	-18	1702	7	-10	9	12	-1	93	13
CCOC(=O)c1cc(-c2ccc(F)cc2)n(CC(=O)NCc2ccccn2)c1C	0.048	0.4	-20	1723	6	-10	5	17	2	97	6
CN1CCN(C(=S)Nc2ccc([N+](=O)[O-])cc2)CC1	/	1.3	/	1381	-1	-3	4	11	-9	102	-2
CCOc1cc(S(=O)(=O)N2CCCCC2)ccc1F	/	4.5	/	1397	-2	2	4	-8	-7	106	-6
Cc1cc(NC(=O)C(C)C)ncc1NC(=O)CCc1ccccc1	0.86	0.3	-24	1569	1	3	-5	-2	2	98	7
O=C(Cn1cc[n+](CC(=O)c2ccccc2)c1)c1ccccc1	/	0.2	/	1733	-8	10	2	2	-9	98	13
CCCCOC(=O)n1c(=S)oc2cc(Cl)ccc21	/	-0.7	/	1478	-4	11	-2	-4	1	82	24
COc1cccc(-n2ccnc2SCC(=O)Nc2nccs2)c1	/	0.9	-10	1483	-4	0	7	1	-8	107	-5
CCOC(=O)c1sc(NC(=O)CCN2C(=O)c3ccccc3C2=O)c(C(=O)OCC)c1C	0.00091	2.1	8	1574	9	-11	-4	-3	-2	98	3
COc1ccccc1N(CC(O)Cn1c(C)nc2ccccc21)S(=O)(=O)c1ccccc1 (configuration not stated)	-0.023	0.1	-1	1550	11	-11	5	2	8	108	-13
O=C(c1cc2c(s1)-c1ccccc1OC2)N1CCN(c2ccccc2)CC1	/	4.3	/	2061*	19*	14	11	21	3	99	10
O=C(O)C1C2CCC(C2)C1C(=O)NCCC1=CCCCC1 (configuration not stated)	0.034	0.3	-5	1492	1	-11	-1	1	-2	94	9
COc1ccc(NC(=O)C(NC(=O)OC(C)(C)C)C(C)OCc2ccccc2)cc1 (configuration not stated)	0.2	1.6	/	1359	-6	8	-7	1	9	104	3
CCOc1nc(C)cc(COC)c1C(N)=O	0.4	0.1	-4	1640	4	4	6	10	4	98	9
COc1ccc(NC(=O)C2C3C=CC(C3)C2C(=O)NCc2ccccn2)c(OC)c1 (configuration not stated)	/	0.8	/	1492	-1	-9	-2	-6	-5	95	8
O=C(CSc1nc2[nH]ncc2c(=O)n1-c1ccccc1Br)NCc1ccccc1Cl	-0.35	0.9	1	1605	2	8	1	8	4	98	10
O=C(COC(=O)C1(c2ccccc2F)CCCC1)Nc1ncc(C(F)(F)F)cc1Cl	-1.5	12*	3	1489	-8	6	-1	1	-2	102	-5
C/C(=N\OC(=O)c1ccccc1F)c1nccs1	/	2.0	/	1476	4	-4	0	0	6	101	9
COc1ccc(NC(=O)Cn2cc(C(=O)c3ccco3)c3ccccc32)cc1	/	3.0	/	1467	-7	-12	6	4	-13	95	10
CC(C)(CO)CNC(=O)c1ccc(OC2CCN(C(=O)C3CC3)CC2)cc1	-0.034	-0.8	-2	1429	-5	-5	-2	4	-3	105	-1
Cc1ccc(-n2ncc3c(=O)[nH]c(SCC(=O)N4CCC(C)CC4)nc32)cc1C	/	0.3	-29	1532	0	4	6	6	-2	95	6
Cc1ccc(C(=O)NCC(=O)NCC(=O)OCc2ccc(Oc3ccc([N+](=O)[O-])cc3)cc2)cc1	/	/	/	1645	3	1	-7	4	5	91	20
CCOC(=O)c1ccc(Oc2nc(N(C)C)nc(N3CCOCC3)n2)cc1	-0.17	-1.4	-6	1481	-8	-2	3	-3	6	97	7
CC(=O)N(C)c1ccc(OCC(O)CN(Cc2ccco2)S(=O)(=O)c2ccc(C)cc2)cc1 (configuration not stated)	-0.42	3.5	5	1697	0	-11	15	9	16	77	30
COc1ccc(C(=O)O/N=C(\N)c2ccncc2)cc1OC	0.068	2.4	-10	1488	7	-4	-2	8	-10	110	-15
Cc1cc(C)c(S(=O)(=O)c2ccccc2C)c(Oc2ccccc2)n1	/	6.2	/	1782	0	-13	4	-2	14	91	17
CCN(CC)C(=O)C1=C(C)NC(=S)NC1c1ccc(C)s1 (configuration not stated)	0.31	0.5	7	1475	6	-9	5	5	8	96	6
CC(=O)c1c(C)[nH]c(C(=O)OCC(=O)Nc2ccc(C)cc2[N+](=O)[O-])c1C	/	4.0	8	1563	-1	0	7	9	25	62	43
O=C(Nc1cc2cc([N+](=O)[O-])ccc2oc1=O)c1cccs1	0.76	1.4	0	1311	-3	5	1	3	-24	101	5
COc1ccc(CCNC(=O)CN2CCN(c3ccccc3Cl)CC2)cc1	-2.1	2.1	/	1681	4	-11	-4	6	-1	100	3
Nc1nnc(N)c2ccccc12	/	0.6	-8	1714	6	4	8	5	-2	104	-2
O=C(NCCCN1CCOCC1)c1cccc(S(=O)(=O)Nc2cc(Cl)ccc2Cl)c1	-0.77	1.1	-10	1727	10	2	1	4	7	99	3
CCC(C)Sc1nnc(-c2c[nH]c3ccccc23)n1CCOC (configuration not stated)	-0.68	0.9	17	1600	1	-11	-17	-1	4	86	20
CCN1CCN(C(=O)c2ccccc2N(C)S(=O)(=O)c2ccc(C)cc2)CC1	/	1.3	11	1684	2	-5	3	9	3	95	10
COc1cc2c(cc1OC)CN(S(C)(=O)=O)CC2	/	-0.3	-20	1603	10	2	5	8	6	114	-13
COC(=O)N/N=C/c1ccccc1Cl	-0.47	2.0	19	1860	-2	-12	-2	8	0	93	15
O=C(CN1C2=NCCCN2c2ccccc21)c1ccc2c(c1)OCO2	/	1.2	8	1465	-3	-19	-7	-9	-4	95	9
CCn1c(=O)cc(SCC(=O)N2CCOCC2)c2ccccc21	-0.69	1.4	/	2862*	45*	-9	82*	55*	15	93	12
COc1cccc(CNC(=O)CCC2CCCN(C(=O)CCC(F)(F)F)C2)c1 (configuration not stated)	0.65	-0.4	-5	1429	-9	3	-3	-9	1	94	17
COc1ccc(CCN(C)c2ccc(S(=O)(=O)N3CCCC3)cc2[N+](=O)[O-])cc1OC	/	3.0	3	1399	3	-5	-5	8	12	112	-20

In a second layout: results already given.
Every second line gives: ROMK mod	RAM network inh	S1P3 antag	TR-FRET SRC-2 ct	PPARg SRC1 recr	TLR4 MyD88 comp	PPARg SRC3 recr	PPARg SRC2 recr	STAT1 blocker	STAT3 activator	STAT3 blocker
- COc1cccc(CNC(=O)CCC2CCCN(C(=O)CCC(F)(F)F)C2)c1 (configuration not stated)
→ 0.65	-0.4	-5	1429	-9	3	-3	-9	1	94	17
- COc1ccc(CCN(C)c2ccc(S(=O)(=O)N3CCCC3)cc2[N+](=O)[O-])cc1OC
→ /	3.0	3	1399	3	-5	-5	8	12	112	-20

Continuation.
SMILES	ROMK mod	RAM network inh	S1P3 antag	TR-FRET SRC-2 ct	PPARg SRC1 recr	TLR4 MyD88 comp	PPARg SRC3 recr	PPARg SRC2 recr	STAT1 blocker	STAT3 activator	STAT3 blocker
C=CCN1C(=O)C(CC(=O)O)SC1=Nc1cccc([N+](=O)[O-])c1 (configuration not stated)	-0.34	2.1	-14	1452	6	-9	-4	-2	-1	118	-12
FC(F)(F)c1ccccc1NC(=S)N1CCN(Cc2ccc3c(c2)OCO3)CC1	0.57	1.3	4	1433	4	-1	-1	1	-6	105	2
Cc1ccc(S(=O)(=O)NC2CCCCC2)c2nsnc12	-0.38	0.5	-3	1486	2	11	4	1	3	102	6
O=C(Nc1ccc(F)cc1)c1ccc(-n2ccnc2)nc1	/	7.0	/	1495	13	12	0	12	0	90	18
O=C(CC1NCCNC1=O)Nc1ccc2c(c1)OCO2 (configuration not stated)	/	1.3	/	1385	5	-3	-12	-2	-2	101	1
CC1CCN(S(=O)C23CC4CC(CC(C4)C2)C3)CC1 (configuration not stated)	0.31	0.4	-3	1759	0	1	2	18	-2	92	15
CCOc1ccc(C(=O)N/N=C/c2cccc3cccnc23)cc1	/	-0.8	/	1426	1	1	9	18	-14	88	24
Cc1ccc(Cn2nnc3c(=O)n(CC(=O)NCc4ccc5c(c4)OCO5)cnc32)cc1	0.22	3.2	3	1462	1	-1	3	2	-1	107	-5
O=C1OC(Cc2ccccn2)C(O)=C1C1=NCCCCN1 (configuration not stated)	/	1.9	1	1368	-5	10	-4	-1	-58	103	-3
CC1CCN(C(=O)c2ccc(S(=O)(=O)N(C)C)cc2)C(C)C1 (configuration not stated)	3*	-1.3	/	1521	-3	8	-8	-4	-2	102	4
Cc1ccc(S(=O)(=O)NC(=O)COc2ccccc2)cc1	1.3	-0.6	-17	1758	21*	-10	6	0	1	104	1
S=C(Nc1cccc(Cl)c1Cl)Nn1cnnc1	/	-1.8	-4	1497	2	-9	0	0	-5	99	6
Cc1cc(C)n(CC(=O)N/N=C/c2cccc([N+](=O)[O-])c2)n1	/	-0.2	2	1391	-8	-3	-1	-3	8	93	11
CS(=O)(=O)N(CC(=O)NC1CCCCC1)Cc1ccc(F)cc1	-0.16	2.5	11	1575	9	-11	3	3	-1	97	9
CC(C)=Cc1oc2ccc([N+](=O)[O-])cc2c1N1CCOCC1	0.11	3.2	-12	1377	8	4	-1	2	-7	94	9
Cc1c(NS(=O)(=O)c2ccc(NCC3CCCO3)c([N+](=O)[O-])c2)c(=O)n(-c2ccccc2)n1C (configuration not stated)	0.041	0.0	-18	1521	-1	3	2	-2	-6	100	-1
Cc1cc(C[n+]2ccccc2)c2nsnc2c1	-0.35	2.0	/	1515	-3	-9	6	10	-6	100	0
CC(C)N1CC(O)=C(c2nc3ccccc3[nH]2)C1=N	0.81	-0.5	17	1531	9	8	8	-6	-16	82	25
CCOC(=O)Cn1c2ccc(F)cc2c2nc(C)sc21	-0.68	0.5	-9	1401	7	-8	-5	-2	-6	99	2
Cc1ccc(-c2nc(CN3CCCCC3c3cccc(F)c3)c(C)o2)o1 (configuration not stated)	-0.58	-0.1	-13	1594	0	-2	3	5	-1	100	3
CCOCCOC(=O)COC(=O)c1ccccc1NC(=O)c1ccccc1	/	1.8	4	1672	-13	-10	-4	-2	-1	106	-4
CN(C)S(=O)(=O)c1ccc(-n2cccc2)cc1	0.2	1.9	-6	1536	4	-9	-5	3	-3	106	-6
COc1cc(NC(=O)Cn2c(=O)n(CC3CCCO3)c(=O)c3ccccc32)cc(OC)c1 (configuration not stated)	0.62	10*	5	1612	-3	4	6	3	5	99	9
C/C(=N\NS(=O)(=O)c1ccc(Cl)c([N+](=O)[O-])c1)c1cc2ccccc2o1	-1.7	3.5	/	1514	-1	-3	4	-3	3	106	-9
Cc1sc2nc(C(C)C)nc(SCC(=O)N3CCN(C(=O)c4ccco4)CC3)c2c1C	-0.2	1.8	8	1582	2	-8	4	8	3	90	15
N#C/C(=C(/O)CN1CCN(c2ccccc2F)CC1)c1nc(-c2ccc(Cl)cc2)cs1	/	2.6	/	1440	4	7	-4	-2	5	86	23
O=C(COc1ccccc1Br)N1CCN(c2ccccc2)CC1	/	1.7	/	1594	7	1	-6	8	-3	97	11
CC1CCC(C(C)C)C(OC(=O)CSc2nccc(=O)[nH]2)C1 (configuration not stated)	0.74	0.5	/	1368	-6	2	-2	11	0	103	1
